p53 reactivation: re-activators of mutant p53 | H1299 p53-A138V BP100-luciferase reporter, luminescence, 24 h | Potency, µM (doses to about 92.2 µM), inactives show at the highest dose activity change, positive = activation, most hits filed as activators | actives 0.063% (n = 320,000) | AID 504706; further: potency means the concentration at half of the fitted maximal effect; % of control where 0% means no effect; nearly all actives have a fitted effect of over 45% in size
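p53-null H1299 cells stably carrying temperature-sensitive p53-A138V and a BP100-luciferase reporter were pinned with compounds (4-point, 1:5 series) and held 24 hrs at 37 deg C. Luminescence was read 10 min after detection reagent.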
BRCA1 expr up: activators of BRCA1 expression. actives 1.1% (n = 380,000). MCF7-BRCA1-FFLuc reporter, luminescence, 48 h; response scale: scaled: vehicle 0%, 10 µM genistein 100%. Potency, µM (doses to about 46.1 µM), for the others: top-dose activation, actives largely listed as activators. AID 624202; further: potency means the concentration at half of the fitted maximal effect; nearly all actives have a fitted effect of over 80% in size; some results filed as inactive show a strong effect at the top dose
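MCF7 cells carrying a BRCA1-firefly luciferase reporter (2000 cells/well, phenol-red free MEM) were attached for 2 h at 37 °C, then given compounds for 48 h. Luminescence was read 15 min after luciferase reagent; activity normalized to genistein (10 microM) and DMSO.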
Rab9 prom act: activators of Rab9 promoter; Huh7 Rab9 promoter-luciferase reporter, luminescence, 24 h; Potency, µM (top dose mostly 9.22 µM), for the others: at the highest dose activation, negative = inhibition, most hits filed as activators; actives 2.8% (n = 320,000); further: potency means the concentration at half of the fitted maximal effect; % of control where 0% means no effect; nearly all actives have a fitted effect of over 60% in size
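Huh7 cells stably carrying Rab9 promoter–luciferase reporter, plated 1500 cells/well, compound added after 2 h and incubated 24 h at 37 °C; luciferase luminescence then read after 10 min with detection reagent.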
ELG1 genotoxic: induces genotoxicity in HEK293T cells with luciferase-tagged ELG1; Potency, µM (titrated, usually from 46 µM), without a hit: top-dose activity change, positive = activation, most hits filed as activators; actives 1.3% (n = 330,000); HEK293T ELG1-luciferase reporter, luminescence, 16 h; AID 504466; further: potency means the concentration at half of the fitted maximal effect; % of control where 0% means no effect; nearly all actives have a fitted effect of over 60% in size
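HEK293T cells expressing luciferase-tagged ELG1 were treated with compound or DMSO for 16 hr at 37°C. Luciferase activity was then read after 30 min with ONE-Glo at room temperature; rising signal flags genetic stress.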
ELG1 DNA repair: blocks ELG1-dependent DNA repair in HEK293T cells. HEK293T ELG1-luciferase reporter, luminescence, 16 h; DNA damage induced by 5-fluorouridine. Potency, µM (doses to about 46.1 µM), inactives show at the highest dose activity change, negative = inhibition, hits mostly inhibitors. actives 2.3% (n = 330,000). AID 504467; further: potency means the concentration at half of the fitted maximal effect; on the % scale 0 is the no-effect control and ±100 the full control effect; nearly all actives have a fitted effect of over 55% in size
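5-Fluorouridine DNA damage + compound/DMSO, 2,000 cells/well, 16 h, 37 °C/5% CO2. ONE-Glo, 30 min RT, luminescence. Readout = decrease in reporter signal.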
Tb PFK inh: blocks T. brucei phosphofructokinase; T. brucei PFK, ADP-Glo luminescence; Potency, µM (titrated, usually from 57.5 µM), for the others: at the highest dose activity, negative = inhibition, actives largely listed as inhibitors; AID 485367; actives 0.17% (n = 330,000); O15648;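 further: potency means the concentration at half of the fitted maximal effect; 0% = uninhibited 1x PFK enzyme wells and -100% = no-enzyme wells; nearly all actives have a fitted effect of over 60% in size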
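Luminescent ADP detection (ADP-Glo, two-step: ATP depletion then ADP-to-ATP conversion for luciferase) reported PFK activity after 45 min room-temperature reaction of 1.25 nM enzyme with 0.5 mM F6P and 0.1 mM ATP at pH 8.0.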
FLuc counter: firefly luciferase modulation, counter-screen for miR-21 project | purified FLuc, Km substrates, luminescence inhibition | Potency, µM (top dose mostly 57.5 µM), inactives show at the top dose activity change, negative = inhibition, usual class: inhibitors | actives 6.9% (n = 360,000) | AID 588342;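 further: potency means the concentration at half of the fitted maximal effect; plate controls were vehicle for no effect and reference inhibitor for full effect; nearly all actives have a fitted effect of over 55% in size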
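Purified P. pyralis luciferase (10nM final) with 10uM D-luciferin and 10uM ATP (Km levels) in 50mM Tris acetate pH 7.5, 10mM Mg acetate, 0.01% Tween-20, 0.05% BSA; qHTS 6-point titration, ~60 µM downward; luminescence read.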
RORgamma inh: ROR gamma (mouse) transcription inhibition; actives 5.4% (n = 310,000); P51450; Drosophila S2 Gal4-RORgamma UAS-luciferase reporter, 20 h; Potency, µM (doses to about 53.6 µM), inactives show top-dose activity change, negative = inhibition, actives largely listed as inhibitors; further: potency means the concentration at half of the fitted maximal effect; on the % scale 0 is the no-effect control and ±100 the full control effect; nearly all actives have a fitted effect of over 60% in size
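Drosophila Schneider cells stably carrying a metallothionein-driven Gal4 DBD–ROR gamma fusion and a UAS-Photinus luciferase reporter were exposed to compound for 1 hr, then induced with copper sulfate (700 uM final) for 20 hr at ambient temperature before luminescence reading.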
NPC1 promoter act: activates the NPC1 promoter; Huh7 NPC1 promoter luciferase reporter, 24 h; Potency, µM (highest dose often 9.22 µM), for inactives: top-dose activation, actives largely listed as activators; actives 2.4% (n = 320,000); AID 485313;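 further: potency means the concentration at half of the fitted maximal effect; % of control where 0% means no effect; nearly all actives have a fitted effect of over 60% in size; reporter is driven by a mutant NPC1 promoter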
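NPC1 promoter–luciferase Huh7 cells; 24 h compound; luminescence.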
TRPV1 ag: human TRPV1 agonism. AID 540275. TRPV1-expressing cells, Fluo-8 calcium influx, agonist mode. activation, % at 8.33 µM. actives 0.19% (n = 320,000); in the data active means activation above about 80%; inconclusive means between about 30% and that limit; further: 0% is about no effect
Target sequence (Q8NER1 whole entry, looked up): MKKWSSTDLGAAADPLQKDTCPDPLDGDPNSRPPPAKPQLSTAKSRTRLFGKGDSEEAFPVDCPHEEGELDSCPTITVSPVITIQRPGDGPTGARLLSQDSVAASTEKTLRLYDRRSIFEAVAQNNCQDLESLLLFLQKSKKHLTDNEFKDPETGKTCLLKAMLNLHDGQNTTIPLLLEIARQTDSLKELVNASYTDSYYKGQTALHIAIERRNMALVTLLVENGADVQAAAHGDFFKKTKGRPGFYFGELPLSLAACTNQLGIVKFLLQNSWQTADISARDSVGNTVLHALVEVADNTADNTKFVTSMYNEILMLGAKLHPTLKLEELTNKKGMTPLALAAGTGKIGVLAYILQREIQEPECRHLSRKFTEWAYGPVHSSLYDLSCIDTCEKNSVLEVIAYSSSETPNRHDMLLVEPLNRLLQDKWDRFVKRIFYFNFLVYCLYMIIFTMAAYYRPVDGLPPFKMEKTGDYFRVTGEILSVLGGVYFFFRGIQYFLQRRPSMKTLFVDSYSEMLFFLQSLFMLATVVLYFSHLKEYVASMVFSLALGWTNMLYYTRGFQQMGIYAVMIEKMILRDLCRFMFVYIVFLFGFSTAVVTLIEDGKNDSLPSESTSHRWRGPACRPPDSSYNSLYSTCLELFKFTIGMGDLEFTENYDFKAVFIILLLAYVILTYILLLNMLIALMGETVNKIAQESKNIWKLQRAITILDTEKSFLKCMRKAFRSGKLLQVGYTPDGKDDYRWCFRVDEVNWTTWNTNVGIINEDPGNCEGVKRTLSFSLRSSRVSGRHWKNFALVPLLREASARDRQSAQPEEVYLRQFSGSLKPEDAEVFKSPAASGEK
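Fluo-8 calcium influx in TRPV1-expressing cells, kinetic read (ex 480/em 520 nm). Compound added and read 3 min for agonist activity, followed by capsaicin at EC20 final and 2 min further read for enhancement.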
VP16 counter: Gal4-VP16 reporter inhibition counter-screen; Drosophila S2 Gal4-VP16 UAS-luciferase, luminescence, 20 h; Potency, µM (titrated, usually from 53.6 µM), for the others: top-dose activity, negative = inhibition, hits mostly inhibitors; actives 3.5% (n = 310,000); AID 2546;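 further: Gal4-VP16 expression switched on by copper sulfate through the metallothionein promoter; potency means the concentration at half of the fitted maximal effect; on the % scale 0 is the no-effect control and ±100 the full control effect; nearly all actives have a fitted effect of over 50% in size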
Active calls of the source: *; ? = inconclusive; · = not tested or not shown; & = joins results of further samples; [ ] = dose if it differs, or a comment. Unless noted, the call rests on the fitted dose curve; in most records, active means well fitted curve in the direction sought with a large enough effect; inconclusive means small, poorly fitted or top-dose-only effect, or another doubt; inactive means no such curve, though single readings can be large; an effect the other way counts as inactive or inconclusive.

SMILES | p53 reactivation | BRCA1 expr up | Rab9 prom act | ELG1 genotoxic | ELG1 DNA repair | Tb PFK inh | FLuc counter | RORgamma inh | NPC1 promoter act | TRPV1 ag | VP16 counter
O=C(Nc1ccc(N2CCCCC2)c(Cl)c1)c1ccc(N2CCOCC2)c([N+](=O)[O-])c1 | -2.7% | -74.2% | -3.7% | -9.2% | -28.9% | -1.6% | ? | 6.7% | -3.0% | ? | 3.9%
NC(=O)c1ccccc1NC(=O)CCN1C(=O)c2ccccc2C1=O | 11.4% | 6.8% | 12.3% | -1.5% | -2.9% | 0.3% | -9.4% | -22.3% | -0.6% | 1.3 | 8.5%
COc1ccccc1Oc1cn[nH]c1-c1ccc(O)cc1O | -3.1% | -41.5% | -0.3% | -5.9% | 14.4% | 1.4% | -14.7% | -35.5% | -1.3% | -2.0 | -3.3%
CN(C)S(=O)(=O)c1cc(NC(=O)CN2CCNC(=O)C2)ccc1Cl | 3.5% | 18.5% | 0.8% | 1.7% | -7.5% | 1.4% | 6.4% | -0.5% | 0.6% | -2.8 | -1.2%
COC(=O)CCC(=O)Nc1ccc2oc3c(c2c1)CCCC3 | -2.7% | -31.5% | 2.7% | -0.6% | 14.3% | 0.5% | ? | 36.6% | 1.4% | ? | 0.9%
CC(C)CC1(C)NC(=O)N(Cc2cc([N+](=O)[O-])cc3c2OCOC3)C1=O (centres undefined) | -0.6% | 2.2% | -0.9% | -1.7% | -0.2% | -0.7% | 0.6% | -0.8% | 0.5% | 0.0 | 4.1%
C=CCOc1ccc(C(=O)CC)cc1OC | 3.2% | -9.1% | -3.0% | 2.4% | ? | -1.6% | 2.5% | 26.0% | -2.9% | 4.6 | 0.8%
Clc1ccc(-c2csc(=Nc3cccnc3)n2CCCn2ccnc2)cc1Cl | -3.1% | -10.5% | -6.3% | -12.8% | 8.2µM* | 0.0% | 0.7% | ? | 6.9% | -0.1 | -10.5%
CNc1nc(OCC(F)(F)F)nc(N2CCOCC2)n1 | · | -14.8% | · | · | · | · | -0.9% | -1.2% | · | 0.4 | 10.5%
O=C(N/N=C/c1cccc(OC(=O)c2cccc(Br)c2)c1)c1cccnc1 | 24.1% | -2.3% | -1.3% | 12.2% | ? | -3.7% | ? | 1.6% | -0.9% | 11.4 | -8.5%
O=C(Nc1ccc2oc(-c3cccnc3)nc2c1)c1ccco1 | 10.7% | ? | ? | 16.3% | ? | -1.9% | 15.1µM* | 22.0% | ? | -3.4 | -9.7%
CCOc1[nH]n(-c2ccc(Cl)cc2)c(=O)c1C=Nc1ccc(Cl)cc1 | -4.0% | -0.1% | 0.9% | -1.3% | -6.8% | 1.3% | 3.4% | -6.2% | 2.1% | -1.9 | -2.8%
Cn1nnnc1SCC(=O)N1CCN(C(=O)c2ccco2)CC1 | -0.4% | 2.0% | 6.8% | -5.9% | 4.3% | -1.0% | -0.8% | 31.5% | -5.8% | -1.3 | -5.2%
COc1ccc(N2CC(C(=O)Nc3ccc(S(=O)(=O)Nc4nc(C)cc(C)n4)cc3)CC2=O)cc1 (centres undefined) | 1.5% | 5.6% | -6.0% | 4.2% | -0.9% | -6.8% | -1.8% | 4.4% | -3.0% | -0.5 | 8.7%
CCOc1ccc(Cn2c(O)cc(=O)[nH]c2=O)cc1 | -4.5% | -10.9% | -4.8% | 1.7% | 15.5% | 2.3% | -0.2% | ? | -1.6% | -0.9 | 3.3%
COc1ccc(C(=O)NNc2cc(C)nc(NNC(=O)c3ccc(OC)cc3)n2)cc1 | 5.6% | -11.0% | -21.1% | 0.4% | 3.0% | -4.0% | -8.5% | 5.7% | 0.1% | -11.9 | 8.2%
COc1ccc(N2Cc3cccc(C(=O)N4CCN(C(=O)c5ccco5)CC4)c3C2=O)cc1 | -1.9% | -19.9% | 1.9% | -1.2% | -12.5% | ? | -9.0%&1.5% | 1.8% | -0.2% | · | 2.7%
CCCC(C(=O)Nc1ccncc1)c1ccccc1 (centres undefined) | 2.3% | 0.4% | -1.2% | -3.7% | 16.1% | 0.9% | 0.4% | 2.1% | -3.6% | -1.9 | -10.7%
Nc1ccc(C(=O)N/N=C\c2cc(N=Nc3cccc4ccccc34)ccc2O)cc1 | 22.9% | -89.4%[inhibitor] | 1.4% | -7.1% | ? | 1.5% | 7.57µM* | 1.58µM* | -7.2% | -0.4 | 5.62µM*
Cc1[nH]c2ccccc2c1C=NNC(=O)c1cc(-c2cccnc2)nc2ccccc12 | -5.0% | -18.9% | · | -9.2% | 16.4µM* | -10.6% | · | · | · | · | ·
Cc1cc(C)n(CC(C)NCc2cn[nH]c2-c2ccc(C)c(C)c2)n1 (centres undefined) | -1.3% | -12.9% | -8.5% | -3.9% | -0.9% | 4.6% | -10.9% | -4.2% | -2.4% | 2.1 | -11.2%
COc1ccc(NC(=O)NNC(=O)c2ccc3ccccc3c2O)c(OC)c1 | 7.5% | 17.9% | 6.1% | 4.8% | 0.4% | 1.3% | -2.1% | -16.9% | -3.8% | 2.9 | 7.3%
COc1cccc(C(=O)NCC2CCCN(C(=O)c3ccc(C=O)cc3)C2)c1OC (centres undefined) | 20.1% | -10.1% | 0.4% | 4.2% | 11.9% | 1.3% | -0.8% | 29.6% | -2.6% | 5.9 | 14.6%
O=C(O)c1cc(N2C(=O)CCC2=O)ccc1NCc1cccnc1 | 4.3% | 10.4% | -8.4% | -0.1% | -0.5% | -4.1% | 0.7% | 4.2% | 0.3% | 0.3 | 3.3%
O=C(NCc1ccccn1)c1cc(Br)ccc1Cl | 10.7% | 17.6% | -3.0% | 6.0% | ? | -2.6% | -4.5% | -17.0% | 0.1% | 4.2 | -2.7%
SMILES | p53 reactivation | BRCA1 expr up | Rab9 prom act | ELG1 genotoxic | ELG1 DNA repair | Tb PFK inh | FLuc counter | RORgamma inh | NPC1 promoter act | TRPV1 ag | VP16 counter
Cc1cccc(CS(=O)(=O)Cc2ccc(C(=O)NCCN3CCCCC3C)o2)c1 (centres undefined) | -4.4% | -5.3% | 1.7% | 0.0% | 5.3% | -7.1% | 0.5% | -34.9% | -2.6% | 0.2 | 0.4%
O=C(COC(=O)c1cccnc1SCC(=O)NCc1ccccc1)NCc1ccccc1 | -2.6% | -64.3% | 11.4% | 4.2% | -12.2% | -1.0% | 2.69µM* | 26.3% | 0.7% | 2.2 | 0.3%
Cc1ccc(S(=O)(=O)NCC(=O)N(CC(=O)NC2CCCC2)CC2CCCO2)cc1 (centres undefined) | -6.0% | -0.6% | -0.8% | 3.6% | -7.1% | 9.8% | -1.1% | -16.7% | 2.5% | -0.2 | -2.9%
CCOC(=O)c1ccc(NC(=O)Cn2nnc3ccccc32)cc1 | ? | 3.98µM* | 2.82µM* | ? | ? | 2.4% | 10.7µM* | -7.1%[10 µM] | 3.55µM* | 4.2 | ?
COc1ccc(S(=O)(=O)N2CCOCC2)cc1NC(=O)COC(=O)c1ccc([N+](=O)[O-])s1 | 4.3% | 1.7% | · | -1.4% | 23.1µM* | 0.2% | · | · | · | · | ·
FC(F)Oc1ccc(-c2c[n+]3c(n2-c2ccccc2)CCCCC3)cc1 | 0.6% | -37.5% | -12.5% | -9.8% | -8.3% | -0.5% | 0.5% | 9.2% | -1.2% | -5.2 | -0.6%
COC(=O)c1cc(C(=O)Nc2ccc(Cl)cn2)cc([N+](=O)[O-])c1 | 3.8% | -19.9% | -13.0% | -0.5% | 0.3% | -2.9% | 6.1% | -7.2% | -2.0% | 3.4 | -7.9%[10 µM]
O=C(c1ccccc1)N1CCN(C(=O)c2ccccc2Br)CC1 | -11.1% | -23.6% | 1.7% | 1.9% | -26.7% | 1.1% | 6.8% | 10.6% | -1.0% | 12.8 | 1.5%
Cc1ccc(S(=O)(=O)c2cc3ccccc3oc2=Nc2ccc3c(c2)OCCO3)cc1 | 12.8% | 2.0% | 1.2% | 6.8% | -13.0% | -0.7% | 1.6% | 1.2% | -2.0% | -4.0 | 2.1%

Some of the entries so far, with values under each structure.
Values run as follows: p53 reactivation	BRCA1 expr up	Rab9 prom act	ELG1 genotoxic	ELG1 DNA repair	Tb PFK inh	FLuc counter	RORgamma inh	NPC1 promoter act	TRPV1 ag	VP16 counter
CCOC(=O)c1ccc(NC(=O)Cn2nnc3ccccc32)cc1
 : ?	3.98µM*	2.82µM*	?	?	2.4%	10.7µM*	-7.1%[10 µM]	3.55µM*	4.2	?
COc1ccc(S(=O)(=O)N2CCOCC2)cc1NC(=O)COC(=O)c1ccc([N+](=O)[O-])s1
 : 4.3%	1.7%	·	-1.4%	23.1µM*	0.2%	·	·	·	·	·

Rows were taken by chance, and some 15% of all compounds hit somewhere here.
